TDP2 inh – blocks human TDP2 phosphodiesterase activity. O95551. recombinant TDP2, T5PNP hydrolysis, p-nitrophenol absorbance 415 nm. inhibition, % at 12.8 µM. hit rate 0.34% among 370,000. AID 720702;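 active = inhibition above the mean of all tested compounds plus 3 SD, set per campaign, cut at about 25% in these data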;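 note: 0% = DMSO with enzyme and 100% = buffer with substrate but no TDP2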
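Assay system: recombinant human TDP2 / Reagent: T5PNP substrate at 5 mM, a TopII-DNA adduct mimic / Measured by: epi absorbance from released p-nitrophenol / Evaluation: % inhibition relative to enzyme-containing and enzyme-free wells / Control set: enzyme-free and DMSO wells / Replicates: each compound tested once, singlicate / Schedule: enzyme reaction with compound for 2 h at 37 °C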
SIAE inh – human SIAE inhibition, primary screen; inhibition, % at 9.66 µM; Q9HAT2; hit rate 0.69% among 370,000; SIAE FP-Rh probe binding, fluorescence polarization;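 active = inhibition above a cutoff: mean of compounds within the control limits plus 3 SD of those, cut at about 17% in these data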;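 note: 0% = plate median of compound wells and 100% = probe without SIAE protein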
LEDGF integ inh – blocks HIV-1 LEDGF/p75-dependent DNA integration | TR-FRET IN-LEDGF/p75 DNA integration, Eu/Cy5 | inhibition, % at 3.7 µM | hit rate 0.64% among 370,000 | AID 743269;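 active = inhibition above the screen-wide mean plus 3 SD, cut at about 13% in these data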;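 note: signal is the Cy5 over europium emission ratio at 671 and 618 nm; 0% = plate median of compound wells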
MBD2 DNA inh – blocks human MBD2 binding to methylated DNA; Q9UBB5; TR-FRET, MBD2 binding to methylated oligonucleotide; inhibition, % at 4.4 µM; hit rate 0.31% among 370,000; AID 686964; in the data active = inhibition above about 13%
Target sequence (Q9UBB5 whole entry, looked up): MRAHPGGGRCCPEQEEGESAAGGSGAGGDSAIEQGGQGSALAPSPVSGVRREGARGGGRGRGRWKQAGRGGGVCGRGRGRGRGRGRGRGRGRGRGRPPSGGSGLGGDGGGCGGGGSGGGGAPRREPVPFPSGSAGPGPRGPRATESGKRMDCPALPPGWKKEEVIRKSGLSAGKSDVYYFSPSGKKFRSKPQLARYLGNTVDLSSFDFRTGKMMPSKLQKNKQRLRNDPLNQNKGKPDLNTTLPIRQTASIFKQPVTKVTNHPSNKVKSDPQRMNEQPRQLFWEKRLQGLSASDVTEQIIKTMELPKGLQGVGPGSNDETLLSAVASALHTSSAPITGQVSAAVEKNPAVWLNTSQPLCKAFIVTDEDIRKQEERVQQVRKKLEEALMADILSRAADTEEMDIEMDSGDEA
TCR CD3 inh – human TCR-CD3 binding inhibition | TAMRA-labeled TCR probe fluorescence, biochemical | inhibition, % at 9.4 µM | hit rate 0.37% among 360,000; in the data active = inhibition above about 19%;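 note: recombinant mutant TCR 2C K166C tagged with TAMRA read by polarization; 0% = receptor in buffer alone and 100% = receptor with positive control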
Tn6 DDE FP – DD(E)-Tn6 binding inhibition, primary FP screen; P02675; Fibrin DD(E) TRITC-Tn6 fluorescence polarization displacement; inhibition, % at 8.3 µM; hit rate 0.21% among 370,000; AID 720509;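 active = inhibition above a per-campaign cutoff: mean of compounds within control limits plus 3 SD, cut at about 15% in these data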;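 note: 0% = median of all compound wells on the plate and 100% = blocking peptide control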
UHRF1 MBD2 ctr – blocks human UHRF1 binding to methylated DNA; Q96T88; UHRF1 binding to methylated oligo, TR-FRET; inhibition, % at 4.4 µM; hit rate 0.75% among 370,000; AID 687016; in the data active = inhibition above about 21%;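 note: UHRF1 SRA domain binding a hemimethylated CpG hairpin DNA probe; 0% = median of test compound wells and 100% = reference inhibitor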
DDE Tn7 FP inh – disrupts Tn7 cyclic peptide binding to fibrin D-Dimer-E complex | P02675 | FP displacement of FITC-Tn7 peptide from fibrin DD(E); 0% = median of compound wells per plate | inhibition, % at 8.3 µM | hit rate 0.13% among 370,000;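 active = inhibition above the mean of compounds falling within the control limits plus 3 SD of them, cut at about 14% in these data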;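 note: 0% = plate median of compound wells and 100% = 10 µM Aha-Tn7 peptide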
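Test system – human fibrin DD(E) · Times – 10 min preincubation, 3 h with tracer, room temperature · Detection – fluorescence polarization of the labelled Tn7 tracer · Measure – percent inhibition normalized to high-control wells · Benchmarks – high control wells with 10 µM unlabelled Aha-Tn7 peptide (full inhibition) · Repeats – singlicate testing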
proKLK7 act – activates the human kallikrein-7 zymogen. purified proKLK7, EDANS-DABCYL substrate fluorescence; 100% is mature enzyme control, 0% vehicle. hit rate 0.9% among 370,000. AID 652039. P49862. activation, % at 7 µM;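 active = activation above the mean of all tested compounds plus 3 SD, computed per campaign excluding outliers beyond control limits, cut at about 13% in these data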
Target sequence (P49862 whole entry, looked up): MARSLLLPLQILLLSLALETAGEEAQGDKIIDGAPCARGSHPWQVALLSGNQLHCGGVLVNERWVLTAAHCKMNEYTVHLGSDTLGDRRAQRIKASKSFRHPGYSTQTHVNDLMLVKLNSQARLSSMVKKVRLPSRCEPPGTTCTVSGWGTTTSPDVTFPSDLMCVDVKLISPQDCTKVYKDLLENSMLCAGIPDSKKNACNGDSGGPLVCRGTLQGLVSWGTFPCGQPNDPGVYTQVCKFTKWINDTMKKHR
PRMT1 inh – inhibitors of human PRMT1; hit rate 1.3% among 370,000; Q99873; inhibition, % at 2.79 µM; recombinant PRMT1, activity-based probe fluorescence polarization;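 active = inhibition above about 21% made by adding two undisclosed values, limit read from the data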
Target sequence (Q99873 whole entry, looked up): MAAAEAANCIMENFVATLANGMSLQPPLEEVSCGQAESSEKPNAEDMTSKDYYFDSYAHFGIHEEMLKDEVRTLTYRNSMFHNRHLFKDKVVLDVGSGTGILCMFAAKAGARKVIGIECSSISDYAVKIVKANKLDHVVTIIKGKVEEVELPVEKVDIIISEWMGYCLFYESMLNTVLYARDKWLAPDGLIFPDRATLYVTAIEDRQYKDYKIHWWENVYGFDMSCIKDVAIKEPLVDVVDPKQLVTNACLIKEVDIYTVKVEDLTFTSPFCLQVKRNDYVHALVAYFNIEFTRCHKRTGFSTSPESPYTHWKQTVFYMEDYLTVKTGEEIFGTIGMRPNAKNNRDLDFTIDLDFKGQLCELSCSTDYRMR
Active calls of the source: *.

Results for O=C(O)c1ccc2cccnc2c1O ?
TDP2 inh: 13.9; SIAE inh: -1.2; LEDGF integ inh: 5.5; MBD2 DNA inh: -0.9; TCR CD3 inh: -4.3; Tn6 DDE FP: -3.1; UHRF1 MBD2 ctr: -1.4; DDE Tn7 FP inh: -0.8; proKLK7 act: 0.5; PRMT1 inh: -1.5

What do the screens show for `CCOc1ccc(CCNC(=O)C2CC(=O)N(Cc3ccc(C)cc3)C2)cc1OCC` (stereo unspecified)?
TDP2 inh: -3.6; SIAE inh: 7.0; LEDGF integ inh: -0.7; MBD2 DNA inh: 6.6; TCR CD3 inh: -9.2; Tn6 DDE FP: 0.1; UHRF1 MBD2 ctr: 3.1; DDE Tn7 FP inh: 1.3; proKLK7 act: 0.8; PRMT1 inh: 3.7

What do the screens show for `CCOc1ccc(-n2c(-c3ccc(Cl)cc3)c[n+]3c2SCC3)cc1`?
TDP2 inh: 2.7; SIAE inh: 0.5; LEDGF integ inh: -0.1; MBD2 DNA inh: 0.0; TCR CD3 inh: 2.3; Tn6 DDE FP: 2.1; UHRF1 MBD2 ctr: -1.2; DDE Tn7 FP inh: 1.2; proKLK7 act: -0.7; PRMT1 inh: -0.4

What do the screens show for `CCN(CC(=O)Nc1ccc([N+](=O)[O-])cc1OC)CC(=O)NC(C)(C)C`?
TDP2 inh: 3.0; SIAE inh: 5.0; LEDGF integ inh: 2.3; MBD2 DNA inh: -0.1; TCR CD3 inh: 6.0; Tn6 DDE FP: 1.4; UHRF1 MBD2 ctr: -1.4; DDE Tn7 FP inh: 7.5; proKLK7 act: 0.3; PRMT1 inh: -0.9

What do the screens show for `Cc1cccc(CS(=O)(=O)c2ncc(Cl)c(C(=O)Nc3c(C)cccc3C)n2)c1`?
TDP2 inh: -1.6; SIAE inh: -3.9; LEDGF integ inh: -3.4; MBD2 DNA inh: -5.3; TCR CD3 inh: -7.1; Tn6 DDE FP: -8.8; UHRF1 MBD2 ctr: -0.2; DDE Tn7 FP inh: -0.2; proKLK7 act: 1.9; PRMT1 inh: 24.9*

What do the screens show for `O=C(CSc1cn(CCNC(=O)c2ccccc2)c2ccccc12)NCC1CCCO1` (stereo unspecified)?
TDP2 inh: -13.1; SIAE inh: -7.3; LEDGF integ inh: -5.3; MBD2 DNA inh: 3.1; TCR CD3 inh: -8.8; Tn6 DDE FP: -5.1; UHRF1 MBD2 ctr: 0.8; DDE Tn7 FP inh: -2.4; proKLK7 act: 0.1; PRMT1 inh: 4.4

Results for O=C(CCC(=O)Nc1nnc(C2CCCCC2)s1)Nc1ccc(F)cc1 ?
TDP2 inh: 0.6; SIAE inh: -2.6; LEDGF integ inh: 4.8; MBD2 DNA inh: -3.6; TCR CD3 inh: -1.3; Tn6 DDE FP: -8.2; UHRF1 MBD2 ctr: 0.7; DDE Tn7 FP inh: -0.1; proKLK7 act: -0.1; PRMT1 inh: 4.8

What do the screens show for `CC1CCN(c2ccc(NC(=S)NC(=O)c3ccc(-c4cccc([N+](=O)[O-])c4)o3)cc2)CC1`?
TDP2 inh: 1.2; SIAE inh: 4.3; LEDGF integ inh: -1.2; MBD2 DNA inh: 0.1; TCR CD3 inh: -1.2; Tn6 DDE FP: -4.5; UHRF1 MBD2 ctr: 1.2; DDE Tn7 FP inh: -3.1; proKLK7 act: -0.2; PRMT1 inh: 2.9

What do the screens show for `C[n+]1ccccc1C1CCCC/C1=N\NC(N)=S` (stereo unspecified)?
TDP2 inh: -7.4; SIAE inh: 0.3; LEDGF integ inh: 4.7; MBD2 DNA inh: 2.0; TCR CD3 inh: -2.9; Tn6 DDE FP: 0.2; UHRF1 MBD2 ctr: 0.7; DDE Tn7 FP inh: -5.9; proKLK7 act: -0.2; PRMT1 inh: -0.2

What do the screens show for `CCOC(=O)c1c(-c2ccccc2)csc1/N=C/C1C(=O)CCCC1=O`?
TDP2 inh: 6.2; SIAE inh: -13.2; LEDGF integ inh: 0.1; MBD2 DNA inh: -0.7; TCR CD3 inh: -4.1; Tn6 DDE FP: 1.2; UHRF1 MBD2 ctr: -4.2; DDE Tn7 FP inh: -1.6; proKLK7 act: -0.6; PRMT1 inh: -2.8

How did Cc1ccsc1C(=O)Nc1ccccc1N1CCCC1 do in these assays?
TDP2 inh: -8.7; SIAE inh: 0.9; LEDGF integ inh: 3.2; MBD2 DNA inh: -4.0; TCR CD3 inh: -4.8; Tn6 DDE FP: -6.7; UHRF1 MBD2 ctr: 2.2; DDE Tn7 FP inh: -7.7; proKLK7 act: 1.1; PRMT1 inh: -0.9

How did C=CCOc1cccc(NC(=O)c2ccccc2SC)c1 do in these assays?
TDP2 inh: -8.5; SIAE inh: -9.2; LEDGF integ inh: 0.0; MBD2 DNA inh: 7.1; TCR CD3 inh: 3.8; Tn6 DDE FP: -10.1; UHRF1 MBD2 ctr: 1.8; DDE Tn7 FP inh: 0.7; proKLK7 act: -0.4; PRMT1 inh: 2.2

Results for CCOC(=O)c1cc(-c2ccc(/C=N\n3cnnc3)o2)ccc1Cl ?
TDP2 inh: -0.1; SIAE inh: -3.0; LEDGF integ inh: -1.0; MBD2 DNA inh: 1.8; TCR CD3 inh: -3.0; Tn6 DDE FP: 4.8; UHRF1 MBD2 ctr: -2.9; DDE Tn7 FP inh: 4.4; proKLK7 act: -7.8; PRMT1 inh: 2.0

How did COc1cc(NC(=O)Cn2nnc(-c3ccncc3)n2)cc(OC)c1 do in these assays?
TDP2 inh: 2.9; SIAE inh: 10.1; LEDGF integ inh: 1.2; MBD2 DNA inh: -5.9; TCR CD3 inh: -3.9; Tn6 DDE FP: -0.4; UHRF1 MBD2 ctr: -3.7; DDE Tn7 FP inh: 1.8; proKLK7 act: -1.3; PRMT1 inh: -2.2

How did C=CCN1C(=O)CS/C1=C(\C#N)S(=O)(=O)c1ccc(C)cc1 do in these assays?
TDP2 inh: 3.4; SIAE inh: -59.0; LEDGF integ inh: -2.4; MBD2 DNA inh: -0.9; TCR CD3 inh: -52.5; Tn6 DDE FP: 3.3; UHRF1 MBD2 ctr: -2.2; DDE Tn7 FP inh: 1.9; proKLK7 act: 0.8; PRMT1 inh: 5.3

Results for CCCCCOc1ccc(Br)cc1CSC(=N)N ?
TDP2 inh: -1.4; SIAE inh: -0.1; LEDGF integ inh: 0.0; MBD2 DNA inh: 0.2; TCR CD3 inh: 3.4; Tn6 DDE FP: 2.1; UHRF1 MBD2 ctr: 6.0; DDE Tn7 FP inh: -1.2; proKLK7 act: -0.2; PRMT1 inh: -0.6

How did Cc1cccc(NC(=O)NCc2ccc3c(c2)cc(C)n3C)c1 do in these assays?
TDP2 inh: 0.5; SIAE inh: 7.1; LEDGF integ inh: -0.9; MBD2 DNA inh: -1.3; TCR CD3 inh: 34.1*; Tn6 DDE FP: 46.0*; UHRF1 MBD2 ctr: -3.8; DDE Tn7 FP inh: -4.6; proKLK7 act: -0.7; PRMT1 inh: 9.4

Results for CN(CCc1cn[nH]c1)Cc1nc(Cc2ccccc2)no1 ?
TDP2 inh: -3.4; SIAE inh: -0.8; LEDGF integ inh: 2.2; MBD2 DNA inh: -4.4; TCR CD3 inh: -3.1; Tn6 DDE FP: -6.9; UHRF1 MBD2 ctr: -1.3; DDE Tn7 FP inh: -9.3; proKLK7 act: -0.5; PRMT1 inh: -1.6

How did COC(=O)c1cc(CNC(=O)CC(C)c2ccccc2)ccc1OC (stereo unspecified) do in these assays?
TDP2 inh: -2.2; SIAE inh: -5.5; LEDGF integ inh: 4.4; MBD2 DNA inh: 4.8; TCR CD3 inh: 3.4; Tn6 DDE FP: -2.8; UHRF1 MBD2 ctr: -1.1; DDE Tn7 FP inh: -7.8; proKLK7 act: 0.1; PRMT1 inh: -7.3

Results for CCOc1ccc2nc(SC3CC(=O)N(c4cccc(OC)c4)C3=O)sc2c1 (stereo unspecified) ?
TDP2 inh: 8.3; SIAE inh: -1.6; LEDGF integ inh: 0.1; MBD2 DNA inh: 5.3; TCR CD3 inh: -5.1; Tn6 DDE FP: 1.2; UHRF1 MBD2 ctr: 0.4; DDE Tn7 FP inh: 1.4; proKLK7 act: -0.5; PRMT1 inh: 38.4*

Results for O=C(CN1CCN(Cc2ccccc2)CC1)NCc1ccccc1Cl ?
TDP2 inh: -2.3; SIAE inh: 1.9; LEDGF integ inh: -6.1; MBD2 DNA inh: -3.4; TCR CD3 inh: -6.1; Tn6 DDE FP: -1.6; UHRF1 MBD2 ctr: 0.4; DDE Tn7 FP inh: -5.7; proKLK7 act: -0.5; PRMT1 inh: 3.5

What do the screens show for `O=C(Nc1cccc([N+](=O)[O-])c1)c1cccc(C(=O)Nc2cccc([N+](=O)[O-])c2)c1`?
TDP2 inh: -7.8; SIAE inh: 0.1; LEDGF integ inh: 2.8; MBD2 DNA inh: 1.3; TCR CD3 inh: -1.4; Tn6 DDE FP: 2.2; UHRF1 MBD2 ctr: 0.2; DDE Tn7 FP inh: -4.3; proKLK7 act: 0.6; PRMT1 inh: -0.6

Results for O=c1c(C=Nc2cccc(C(F)(F)F)c2)c[nH]n1-c1cccc(Cl)n1 ?
TDP2 inh: -10.7; SIAE inh: 0.5; LEDGF integ inh: -3.8; MBD2 DNA inh: 2.3; TCR CD3 inh: -1.4; Tn6 DDE FP: -3.4; UHRF1 MBD2 ctr: -3.8; DDE Tn7 FP inh: 4.3; proKLK7 act: 0.1; PRMT1 inh: -0.8

Results for C#CCOCCOCCOCCNc1nc(N2CCN(C(=O)[C@H](Cc3ccc(O)cc3)n3cc([C@@H](N)C(C)CC)nn3)CC2)nc(N2CCN(C(=O)[C@H](Cc3cc4ccccc4[nH]3)n3cc([C@@H](N)CC(C)C)nn3)CC2)n1 (stereo partly specified) ?
TDP2 inh: -11.7; SIAE inh: 3.2; LEDGF integ inh: -1.3; MBD2 DNA inh: 2.7; TCR CD3 inh: 5.6; Tn6 DDE FP: -7.7; UHRF1 MBD2 ctr: 0.1; DDE Tn7 FP inh: -5.4; proKLK7 act: 2.4; PRMT1 inh: 0.8

What do the screens show for `O=C(Cn1cnc2cc([N+](=O)[O-])ccc2c1=O)Nc1ccc(Br)cc1`?
TDP2 inh: 12.6; SIAE inh: -7.8; LEDGF integ inh: 5.3; MBD2 DNA inh: 2.1; TCR CD3 inh: -1.9; Tn6 DDE FP: -3.3; UHRF1 MBD2 ctr: -1.5; DDE Tn7 FP inh: -5.0; proKLK7 act: -0.7; PRMT1 inh: 3.8

What do the screens show for `COc1cc(C(=O)Nc2sc3c(c2C(=O)O)CCC3)cc(OC)c1OC`?
TDP2 inh: 3.9; SIAE inh: -6.9; LEDGF integ inh: 0.8; MBD2 DNA inh: 11.6; TCR CD3 inh: 3.7; Tn6 DDE FP: 4.9; UHRF1 MBD2 ctr: 14.3; DDE Tn7 FP inh: -0.5; proKLK7 act: 0.6; PRMT1 inh: 4.8
